KOR beta-arrestin-1 = KOR antagonists, beta-arrestin recruitment, cell-based, luminescence, uHTS (AID 1778); one-dose inhibition, % at 10 µM; IC50 in µM for titrated hits; 0.091% of 290,000 active; KOR beta-arrestin recruitment, luminescence, antagonist mode; higher % means a stronger effect; note: strong numbers were not always called active
Dengue-2 NS5 capping = flavivirus cap methylation enzyme inhibition – biochemical, confirmation dose response, primary screen (AID 588689); Dengue-2 NS5 methyltransferase capping enzyme assay, biochemical; higher % means a stronger effect; inhibition, % at 25 µM; hits with a dose series show IC50 in µM; 0.3% of 340,000 active; in the data active = a potency from the dose series
NOD2 inhibition = NOD2 signaling inhibitors, cell-based, luminescence, uHTS, HEK293 (AID 1566); 0.63% of 290,000 active; HEK293 NOD2/NF-kB luciferase reporter, luminescence; higher % means a stronger effect; inhibition, % at 4 µM; hits with a dose series show EC50 in µM; note: many of its hits are not listed in these tables
KOR beta-arrestin-2 = kappa opioid receptor activators – cell-based, luminescence, uHTS, primary screen (AID 1777); KOR beta-arrestin recruitment, luminescence; higher % means a stronger effect; one-dose activation, % at 10 µM; EC50 in µM for titrated hits; 0.02% of 280,000 active; in the data active = activation above about 50%, passing the limit was not always enough; note: a part of the inactive calls stands beside numbers as strong as those of hits
HIV peptide binding = cell-free HIV fusion peptide-binding blockers – biochemical, uHTS, fluorescence dequenching, primary screen (AID 1986). inhibition, % at 20 µM, or IC50 in µM where a hit was titrated. cell-free peptide binding, fluorescence dequenching, 30 min; higher % means a stronger effect. 0.3% of 290,000 active; in the data active = inhibition mostly above about 52%, no sharp cut-off; inactive = mostly below about 76%; note: some results filed as inactive read as strong as hits
West Nile antiviral = West Nile virus antiviral activity, cell-based, CPE readout (AID 1621); West Nile virus-infected cells, CPE inhibition; higher % means a stronger effect; CPE inhibition, % at 10 µM, or IC50 in µM where a hit was titrated; 0.02% of 290,000 active; in the data active = a potency from the dose series; note: strong numbers were not always called active
AID2073 = disruptors of CaV2.2 binding to Mint1 – biochemical, HTRF (AID 2073); HTRF protein-protein interaction, Mint1-CaV2.2; higher % means a stronger effect; one-dose inhibition, % at 20 µM; IC50 in µM for titrated hits; 0.19% of 290,000 active; in the data active = inhibition mostly above about 51%, no sharp cut-off; note: some results filed as inactive read as strong as hits
Yfh1-depleted yeast = mitochondrial function rescue without frataxin homolog – Friedreich's ataxia, plus single-dose screen, dose response (AID 1465). S. cerevisiae Yfh1-off respiration, WST-1 reduction, 72 h; higher fold induction means a stronger effect. one-dose fold induction at 50 µM; EC50 in µM for titrated hits. 0.074% of 220,000 active;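 active = fold induction of absorbance versus untreated yeast above a set limit, then at least 30% activation at any dose in follow-up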;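 note: activators that raise dye reduction in frataxin-depleted yeast; strong numbers were not always called active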
NOD1 NF-kB reporter = inhibition of NOD1-driven NF-kB reporter – cell-based, luminescence, uHTS, primary screen (AID 1578); NOD1-driven NF-kB luciferase reporter cells, luminescence; higher % means a stronger effect; inhibition, % at 4 µM; hits with a dose series show EC50 in µM; 1% of 290,000 active; in the data active = inhibition mostly above about 36%, no sharp cut-off; inactive = mostly below about 34%;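 note: HEK-293T reporter cells stimulated with the NOD1 agonist gamma-tri-DAP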
Dengue-2 NS5 capping pilot replicate = recorded beside Dengue-2 NS5 capping, whose call it bears; inhibition, %; measured here: pilot screen replicate inhibition
An asterisk follows results filed as active; i = inactive; nt = no result given; [ ] = remark or other dose. Cut-off read from the data, not from the text of the source, unless noted: active = inhibition above about 50%; inactive = the rest. An excerpt (hit frequency here may not be typical).

SMILES	KOR beta-arrestin-1	Dengue-2 NS5 capping	NOD2 inhibition	KOR beta-arrestin-2	HIV peptide binding	West Nile antiviral	AID2073	Yfh1-depleted yeast	NOD1 NF-kB reporter	others
CCOc1ncccc1C(=O)OCC(=O)N(CC)c1ccccc1	-9%	5%	-18%	2.1%	0.0%	-0.2%	-12%	i	-24%
N#Cc1cnn(-c2nc(SCc3ccccc3)nc3sc4c(c23)CCCC4)c1N	11%	5%	10%	-1.5%	3.3%	-0.7%	12%	i	-44%
CCn1c(C)nc2cc(C(=O)N/N=C/c3ccc(OC)cc3)ccc21	3%	nt	5%	2.2%	-0.1%	0.1%	6%	i	-29%
O=C(CSc1ccc(F)cc1)Nc1ccc(C2SCCS2)cc1	18%	nt	25%	3.4%	-0.9%	-0.1%	19%	i	2%
O=C(/C=C/c1ccccc1)NNC(=O)c1cccnc1	17%	-3%	13%	2.5%	-1.2%	0.8%	6%	i	-40%
COC(=O)C(CCCCNC(=O)OCc1ccccc1)NC(=O)CN (configuration not stated)	14%	-8%	20%	-4.1%	-1.2%	0.1%	-7%	i	-2%
COC(=O)C(C)Oc1cc(OC(C)C(=O)OC)c2c(-c3ccccc3)cc(=O)oc2c1 (configuration not stated)	-12%	-9%	-16%	-4.8%	-0.1%	0.1%	-3%	nt	-11%
O=C(COC(=O)C1(c2ccccc2F)CCCC1)N1CCOCC1	-6%	-2%	5%	nt	-1.5%	-0.1%	1%	i	2%
CC(NC(=O)CNC(=O)OCc1ccccc1)C(=O)N1CC(O)CC1C(=O)OCc1ccccc1 (configuration not stated)	10%	-3%	-12%	-4.7%	0.9%	0.2%	6%	i	-15%
CC(=O)c1ccc(Oc2nc3c(c(=O)n(C)c(=O)n3C)n2C)cc1	-31%	-8%	14%	4.2%	1.0%	0.1%	-5%	i	-9%
COc1ccc(Cl)cc1CN1CCN(c2nc(C)cc(C)c2C#N)CC1	58%	12%	-14%	1.9%	8.1%	-0.8%	1%	i	-14%
Cc1onc(-c2c(F)cccc2Cl)c1C(=O)NCc1ccccc1	-9%	2%	-1%	-0.3%	-0.6%	-1.1%	16%	nt	-9%	Dengue-2 NS5 capping pilot replicate=0.3

Not a retest: an excerpt of the list.
SMILES	KOR beta-arrestin-1	Dengue-2 NS5 capping	NOD2 inhibition	KOR beta-arrestin-2	HIV peptide binding	West Nile antiviral	AID2073	Yfh1-depleted yeast	NOD1 NF-kB reporter	others
COC(=O)C(C)Oc1cc(OC(C)C(=O)OC)c2c(-c3ccccc3)cc(=O)oc2c1 (configuration not stated)	-12%	-9%	-16%	-4.8%	-0.1%	0.1%	-3%	nt	-11%
O=C(COC(=O)C1(c2ccccc2F)CCCC1)N1CCOCC1	-6%	-2%	5%	nt	-1.5%	-0.1%	1%	i	2%
CC(NC(=O)CNC(=O)OCc1ccccc1)C(=O)N1CC(O)CC1C(=O)OCc1ccccc1 (configuration not stated)	10%	-3%	-12%	-4.7%	0.9%	0.2%	6%	i	-15%
CC(=O)c1ccc(Oc2nc3c(c(=O)n(C)c(=O)n3C)n2C)cc1	-31%	-8%	14%	4.2%	1.0%	0.1%	-5%	i	-9%
COc1ccc(Cl)cc1CN1CCN(c2nc(C)cc(C)c2C#N)CC1	58%	12%	-14%	1.9%	8.1%	-0.8%	1%	i	-14%

The list continues:
SMILES	KOR beta-arrestin-1	Dengue-2 NS5 capping	NOD2 inhibition	KOR beta-arrestin-2	HIV peptide binding	West Nile antiviral	AID2073	Yfh1-depleted yeast	NOD1 NF-kB reporter	others
COc1ccc(C(C)=O)cc1CN(C)C	24%	-7%	-4%	-3.9%	0.1%	-0.1%	-2%	i	-26%
O=C(O)c1ccc(/C=N/Nc2ccc(Cl)nn2)cc1	-23%	2%	2%	4.0%	-0.5%	0.0%	-1%	nt	-14%
CC(C)C[C@@]12C(=O)N(c3ccc(Br)cc3)C(=O)N1[C@H](c1ccc(Br)cc1)[C@@H]1C(=O)N(C(C)(C)C)C(=O)[C@@H]12	-12%[20 µM]	-8%	5%	0.4%	0.4%	-1.4%	16%	nt	25%
COc1cccc(-c2ccc(NC(=O)C3CCCN(CCCn4cccn4)C3)cc2)c1 (configuration not stated)	0%	-3%	-7%	-1.0%	2.3%	-0.4%	4%	nt	-33%
COc1cc(CN2CCN(Cc3ccco3)CC2)cc(OC)c1	-23%	3%	-26%	0.6%	-0.4%	0.1%	2%	nt	-17%
Cc1ccc2[nH]c(=O)c(CN(CCO)C(=O)NCc3ccccc3)cc2c1	-9%	6%	9%	-1.5%	1.3%	-0.1%	1%	i	9%
CN1CCN(S(=O)(=O)c2ccc3c4c(cccc24)C(=O)N3)CC1	-26%	-3%	2%	-1.7%	-2.4%	0.8%	0%	i	22%
S=C(NCCc1ccc(Cl)cc1)NC1CC1	-4%	-9%	-10%	1.4%	3.9%	-0.9%	39%	i	-24%
CC(=O)C1=C(O)C(=O)N(CCc2ccccc2)C1c1ccccc1[N+](=O)[O-] (configuration not stated)	-16%	3%	-11%	-0.4%	5.2%	-0.2%	1%	i	-12%
COC(=O)CN(c1ccc(C(C)C)cc1)S(=O)(=O)c1c(C)[nH]c(=O)[nH]c1=O	23%	-4%	-7%	-4.7%	0.6%	0.3%	-5%	i	-1%
COc1ccc2[nH]c(=O)c(CN(CC3CCCO3)C(=S)Nc3ccc(C)cc3)cc2c1 (configuration not stated)	-51%[20 µM]	-9%	3%	nt	1.1%	-1.4%	-9%	i	-18%
COc1cc2[nH]c(=S)n(CCN3CCCCC3C)c(=O)c2cc1OC (configuration not stated)	14%	-1%	-11%	-1.6%	-1.6%	3.4%	-35%	i	-9%
O=C(COc1ccc(Cl)cc1)N/N=C/CCc1ccccc1	-5%	-2%	5%	-3.9%	-2.2%	-0.5%	-13%	i	5%
CCOC(=O)C1=C(C)NC(SC)=C(C#N)C1CC(C)C (configuration not stated)	-64%	-2%	-26%	-3.0%	-0.3%	-0.5%	-4%	i	-1%
NC(=O)N/N=C/c1cn(-c2ccccc2)nc1-c1ccccc1	-27%	-4%	-15%	-3.5%	-1.8%	-0.1%	-8%	i	-15%
CCOC(=O)C1=C(CNCc2ccccc2Cl)NC(=O)NC1c1ccc2c(c1)OCO2 (configuration not stated)	-9%	-7%	19%	1.8%	-0.7%	-0.5%	-2%	i	-8%
O=C(CCN1C(=O)c2ccccc2C1=O)Nc1ccc(S(=O)(=O)N2CCOCC2)cc1	1%	-1%	8%	-4.3%	-0.8%	0.1%	1%	i	-6%
COC(=O)C12CCC(C)(c3nc4ccccc4nc31)C2(C)C (configuration not stated)	-13%[20 µM]	nt	8%	-7.5%	0.0%	0.4%	-2%	i	-3%
O=C(c1cc(-c2cccs2)nc2ccccc12)N1CCN(S(=O)(=O)c2ccccc2)CC1	-36%	-1%	-10%	3.5%	0.9%	0.7%	7%	i	-4%
N#C/C(=C/Nc1ccccc1F)S(=O)(=O)c1ccc(Cl)cc1	2%	-1%	21%	-2.6%	-0.3%	0.1%	2%	nt	-2%
Cc1ccc(OCC(O)CNC2CCCC2)c(C)c1 (configuration not stated)	-39%[20 µM]	-1%	-1%	9.1%	2.1%	-1.0%	-3%	nt	0%	Dengue-2 NS5 capping pilot replicate=-0.9
CC(C)Oc1cccc(-c2cc(C(=O)N3CCN(c4ncccn4)CC3)c3ccccc3n2)c1	8%	-5%	-17%	57%	0.7%	-0.6%	-1%	i	0%
CC1CCN(c2nc3ccc(C(=O)NCCCN4CCCCC4)cc3s2)CC1	-20%[20 µM]	-4%	-141%	2.7%	3.2%	12%	2%	nt	-17%
O=C(CCS(=O)(=O)c1cccc2nsnc12)N1CC(=O)N(CCc2ccccc2)C(=O)C1	19%	-1%	11%	-2.0%	1.1%	0.5%	2%	i	-10%
COc1ccc(-n2ncc3c(Nc4cccc(C)c4)ncnc32)cc1	-24%	-5%	-40%	6.8%	0.3%	0.3%	18%	i	-79%
O=C(N/N=C/c1ccccc1[N+](=O)[O-])c1ccc2c(c1)OCCO2	13%	3%	-129%	-1.3%	0.0%	0.1%	-1%	i	3%
Cc1cc(N2C(=O)C(O)=C(C(=O)c3cccs3)C2c2ccccc2)no1 (configuration not stated)	9%	5%	13%	-0.9%	0.8%	1.1%	9%	i	-10%
COc1ccccc1NC(=S)NCc1ccc(Cl)cc1	-42%[20 µM]	-5%	8%	0.3%	0.4%	-1.0%	4%	nt	-4%
O=C(/C=C/c1cccc([N+](=O)[O-])c1)NCc1ccco1	-34%	-3%	14%	-4.0%	4.5%	-0.3%	15%	i	-12%
C(=N\N1CCN(Cc2ccccc2)CC1)/c1ccccc1	25%	-4%	-20%	-1.4%	0.1%	-0.1%	8%	i	-11%
Cc1ccsc1C(=O)N1CCCC(CCC(=O)NCc2ccc(F)c(F)c2)C1 (configuration not stated)	-23%	5%	4%	5.1%	0.6%	-0.7%	-8%	i	10%
O=C(NCc1nc2ccccc2[nH]1)C1=C[C@@H](c2ccc(Br)cc2)C[C@@H](OCCCCO)O1	3%	-5%	4%	-2.1%	0.3%	-0.3%	-2%	i	-32%
O=C(CC1SC(=O)N(c2ccccc2)C1=O)Nc1ccc(Cl)cc1 (configuration not stated)	27%	-17%	18%	1.8%	9.2%	-0.7%	-33%	i	4%
Cc1nc(Cc2nnc(SCc3nc(N)nc(Nc4ccccc4C)n3)o2)cs1	8%	1%	8%	6.7%	4.0%	-0.6%	-3%	i	-26%
CC(C)CCN1CC(C(=O)NCc2ccc(F)cc2)CC1=O (configuration not stated)	2%	-1%	6%	-0.9%	0.6%	-0.5%	-5%	i	0%
O=C(O)C1CCCN1C(=O)c1cncc(Br)c1 (configuration not stated)	-18%	0%	15%	0.2%	-0.8%	10%	8%	i	3%
Cc1cccc(N2CCN(C(=O)C3CC(=O)N(C4CCCC4)C3)CC2)c1C (configuration not stated)	-16%	-10%	32%	4.7%	-0.6%	-0.4%	6%	nt	14%
Cc1ccc(S(=O)(=O)N2CCCC2C(=O)OCc2ccccc2)cc1 (configuration not stated)	3%	2%	11%	-0.6%	-2.1%	-0.6%	-5%	i	-9%
COc1ccc(C2=NN(C(C#N)c3ccc(OC)c(OC)c3)C(c3ccccc3)C2)cc1 (configuration not stated)	6%	-15%	-59%	nt	-1.6%	1.3%	-2%	i	-36%
CC(=O)c1ccc(N2Cc3ccccc3C2=NC(=O)c2cccs2)cc1	23%	-3%	-32%	0.4%	-0.5%	-0.3%	13%	i	-22%
Oc1c(Br)cc(Br)cc1/C=N/N1CCN(Cc2ccccc2)CC1	3%	7%	14%	8.8%	3.9%	-0.5%	0%	i	14%
Cc1c(NC(=O)c2ccccc2F)c(=O)n(-c2ccccc2)n1C	10%	11%	-1%	-1.8%	-1.3%	0.1%	1%	i	19%
COc1ccc(C(=O)C2CCN(C(=O)c3ccc(F)cc3)CC2)cc1	-24%[20 µM]	nt	18%	-2.3%	1.0%	-1.2%	2%	nt	-35%
O=C(Nc1ccccc1Cl)Nc1cccnc1Cl	6%	-13%	12%	-3.9%	3.0%	-0.5%	-14%	i	-3%
CCOC(=O)c1cc2sccc2n1CC(=O)OC	-49%	2%	-15%	7.6%	-0.3%	-0.2%	-4%	i	-19%
CCn1c(=O)c2c(nc(SCC(=O)Nc3ccccc3)n2C)n(C)c1=O	-3%	-3%	10%	-5.3%	-1.2%	-0.1%	-4%	nt	0%
CCOC(=O)c1c(C)n(CCNC(C)=O)c2ccc(OC)cc12	15%	-4%	-7%	2.2%	2.7%	0.1%	10%	i	-18%

Assay outcomes: PubChem, several laboratories
